Source: PubChem
HEK293 NFkB inh: lowers PMA/ionomycin-induced NF-kB signal in HEK293 cells | HEK-293 NF-kB luciferase reporter, luminescence | inhibition, % at 3 µM | actives 0.21% (n = 62,000) | AID 465;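 active = inhibition above the mean of all tested compounds plus 3 SD, cut at about 40% in these data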;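 also: 0% = stimulated DMSO wells and 100% = 10 µM reference inhibitor 5653914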
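System: NF-kB luciferase reporter HEK-293 cells | Replication: Single test | Control set: DMSO vs reference inhibitor | Evaluation: % inhibition | Schedule: 1 h pretreatment, 16 h stimulation, 37 °C | Probe or stimulus: PMA with ionomycin | Compound dosing: One dose, 3 µM | Detection: Luciferase luminescence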
NADH enzymes: inhibitors of enzymes used to reach an NAD/NADH endpoint. coupled PK/LDH NADH assays, four targets. IC50, µM (top dose mostly 10 µM), for the others: at the highest dose inhibition. actives 0.02% (n = 65,000);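 active = single-dose screening hits from any of four coupled enzyme assays that gave an IC50 when retested across doses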;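 also: the DPM-DC format reads NADH fluorescence rather than 340 nm absorbance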
TNAP act mid DEA: activators of human TNAP at intermediate phosphate acceptor; purified TNAP, CDP-star luminescence, 100 mM DEA, 30 min; hits give high values; scale: 0 levamisole-inhibited, 1 vehicle-only enzyme; AID 813; activation factor at 20 µM; 64,000 tested, under 10 active; P05186;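 active = activation factor of at least 2 at 20 µM, relative to controls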
Target sequence (P05186 whole entry, looked up): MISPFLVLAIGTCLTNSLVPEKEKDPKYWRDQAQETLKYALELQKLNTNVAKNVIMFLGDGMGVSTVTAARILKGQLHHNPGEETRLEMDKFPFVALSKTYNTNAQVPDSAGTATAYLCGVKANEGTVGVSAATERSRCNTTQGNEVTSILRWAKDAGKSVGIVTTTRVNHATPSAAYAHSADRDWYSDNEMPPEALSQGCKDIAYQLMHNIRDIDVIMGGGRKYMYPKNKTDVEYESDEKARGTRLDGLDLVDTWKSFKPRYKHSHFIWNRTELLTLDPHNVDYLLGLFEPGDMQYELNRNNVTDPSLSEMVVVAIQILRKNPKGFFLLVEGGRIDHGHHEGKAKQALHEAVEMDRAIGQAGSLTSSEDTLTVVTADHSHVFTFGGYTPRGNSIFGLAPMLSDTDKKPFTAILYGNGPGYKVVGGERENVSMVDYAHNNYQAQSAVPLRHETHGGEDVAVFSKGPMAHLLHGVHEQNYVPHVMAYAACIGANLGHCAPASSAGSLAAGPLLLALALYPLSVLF
SF1 activator: activates the human nuclear receptor SF-1; Q13285; CHO-K1 Gal4-SF-1 LBD luciferase reporter; % increase over DMSO SF-1-specific signal; activation, % at 10 µM; actives 1.9% (n = 65,000);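 active = activation above the mean activation of all tested compounds plus 3 SD, cut at about 50% in these data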
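Assay system: CHO-K1 cells co-transfected with Gal4 DBD–human SF-1 LBD, 5xGal4 luciferase reporter; doses: 10 µM only; incubation: 20 h compound exposure at 37 °C after 1 h cell settling; signal: luciferase light emission; evaluation: percent activation versus DMSO; repeats: one test per compound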
M1 antagonist: antagonists of rat M1 muscarinic receptor | CHO-M1 cells, Fluo-4 calcium, ACh EC80 antagonist mode; hits give low values | AID 628 | B-score at 10 µM | actives 3.4% (n = 64,000);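 active = calcium fluorescence response, raw or row-and-column corrected B-score, differing from the plate sample mean either way at a set confidence level, mostly lower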
Target sequence (P08482 whole entry, looked up): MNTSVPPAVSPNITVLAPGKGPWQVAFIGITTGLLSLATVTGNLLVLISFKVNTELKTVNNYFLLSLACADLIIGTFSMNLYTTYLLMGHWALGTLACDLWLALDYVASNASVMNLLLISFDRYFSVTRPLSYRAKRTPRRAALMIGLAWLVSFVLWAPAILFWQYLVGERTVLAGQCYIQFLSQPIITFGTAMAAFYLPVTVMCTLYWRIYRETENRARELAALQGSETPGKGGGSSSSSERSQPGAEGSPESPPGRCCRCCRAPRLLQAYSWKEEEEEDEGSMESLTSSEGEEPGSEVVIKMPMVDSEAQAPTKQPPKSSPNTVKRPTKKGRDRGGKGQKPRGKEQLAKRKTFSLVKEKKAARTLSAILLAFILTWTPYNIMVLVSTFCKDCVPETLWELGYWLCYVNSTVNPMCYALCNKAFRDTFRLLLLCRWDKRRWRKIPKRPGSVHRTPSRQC
Ecoli tolC: blocks growth of E. coli BW25113 tolC mutant | growth inhibition, % at 10 µM (by protocol) | OD615 | actives 2.2% (n = 65,000);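 active = growth inhibition at or above a cutoff equal to the mean over every tested compound plus 3 SD, cut at about 60% in these data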;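 also: growth measured after 20 h incubation at 37 °C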
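Assay system: tolC-deleted E. coli BW25113. Medium: kanamycin-containing LB broth (50 µg/mL). Dosing: 10 µM final, single dose. Timing: bacterial growth with compound for 20 h at 37 °C. Detection: A615 absorbance measurement. Read-out basis: growth inhibition in percent.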
M1 agonist: M1 muscarinic receptor agonism; CHO-M1 cells, Fluo-4 calcium fluorescence, agonist mode; hits give high values; B-score at 10 µM; actives 3% (n = 64,000); AID 626;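 active = fluorescence rise, raw or as B-score row- and column-corrected plate score, outside the 99.7% band of its plate's samples, either direction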
D1 mod: allosterically modulates the human D1 dopamine receptor | P21728 | HEK293 D1, CRE-luciferase, dopamine EC30 potentiation; actives deviate in either direction | B-score at 10 µM | actives 5.9% (n = 58,000) | AID 641;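 active = luminescence count or its row- and column-corrected plate score outside the 99.7% band of the plate's sample wells, on either side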
Jurkat viability: reduces viability or proliferation of Jurkat cells. Jurkat E6.1 viability, ATP luminescence, 48 h. inhibition, % at 4 µM. actives 1.2% (n = 56,000). AID 463;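 active = inhibition above the mean inhibition of all tested compounds plus 3 SD, cut at about 28% in these data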
Active calls of the source: *; x = not tested or not shown; [ ] = remark or other dose.

#1 COc1cccc(Cn2c(OCC3CCCO3)nc3c2c(=O)n(C)c(=O)n3C)c1 (configuration not stated)
#2 C=CCn1c(Cc2cccs2)nnc1SCC(=O)c1cccc(Br)c1
#3 O=C(COC(=O)c1ccccn1)NCCCc1ccccc1
#4 CCOCCCNC(=O)CCNC(=O)c1cc(OC)c(OC)c(OC)c1
#5 CCOc1ccc2nc(NC(=O)CN3CCN(c4ccccn4)CC3)sc2c1
#6 CCC(=O)c1ccc(CCCCCC(=O)O)s1
compound no.	1	2	3	4	5	6
HEK293 NFkB inh	x	26	15	0	12	7
NADH enzymes	1%	2%	2%	5%	5%	7%
TNAP act mid DEA	0.9	0.9	1	0.9	1	1
SF1 activator	1	5	-3	-10	-1	42
M1 antagonist	-1.2	x	1.7	0.45	0.76	-0.03
Ecoli tolC	-3	44	-2	-7	10	2
M1 agonist	0.16	x	0.4	-1.2	-0.75	-0.018
D1 mod	1.5	2	0.051	-0.11	x	-0.18
Jurkat viability	x	16	-3	3	x	2

#7 CCSc1nnc([C@@H]2CCCN2C(=O)OC(C)(C)C)o1
#8 Cn1c2ccccc2c2c(C(=O)NCc3ccco3)cn(C3CCCCC3)c(=O)c21
#9 c1ccc(C2CC(c3ccccc3)n3ncnc3N2)cc1 (configuration not stated)
#10 Cn1c(=O)[nH]c(=O)c2c1nc(N1CCN(c3ccccc3)CC1)n2CCSc1ncccn1
#11 COc1ccc(C(=O)Oc2cccnc2)cc1OC
#12 Cc1cccc(NC(=O)CSc2nnc(CSc3nc(C)cc(C)n3)o2)c1
compound no.	7	8	9	10	11	12
HEK293 NFkB inh	-6	8	9	8	8	7
NADH enzymes	4%	11%[fluoresces]	4%	0%	3%	7%
TNAP act mid DEA	0.9	1.1	0.9	1	0.8	0.9
SF1 activator	1	-23	14	-4	14	26
M1 antagonist	0.0033	-0.39	0.13	-1.1	-0.92	0.0064
Ecoli tolC	-29	30	-2	-5	-6	-5
M1 agonist	0.12	0.98	-0.36	4	-1.8	-0.35
D1 mod	-0.63	-0.032	4.4*	-4.2*	8.6*	1.2
Jurkat viability	0	x	1	6	-3	-4

#13 Cc1cc(C)n(CC(=O)c2ccccc2)c(=O)c1C#N
#14 COC(=O)Cc1c(C)c2c(OCc3nn[nH]n3)cc(C)cc2oc1=O
#15 CCc1c(C)c2ccc(O)c(CN(C)C)c2oc1=O
#16 COc1cc2[nH]c(=S)n(CCN3CCCCC3C)c(=O)c2cc1OC (configuration not stated)
#17 CCOc1ccccc1NC(=O)c1ccc(F)c(S(=O)(=O)N2CCC3(CC2)OCCO3)c1
#18 Cc1cccn2c(=O)c3cc(C#N)c(=NC(=O)c4ccccc4)n(Cc4ccco4)c3nc12
compound no.	13	14	15	16	17	18
HEK293 NFkB inh	x	-2	12	32	2	7
NADH enzymes	3%	0%[fluoresces]	6%[fluoresces]	6%	4%	7%[fluoresces]
TNAP act mid DEA	0.9	0.9	0.9	0.9	0.9	0.9
SF1 activator	6	0	10	2	12	-2
M1 antagonist	0.14	0.24	0.43	-0.079	-0.64	-0.72
Ecoli tolC	16	-19	-3	-17	4	31
M1 agonist	0.63	2.1	-0.35	-1.1	0.77	19*
D1 mod	-0.84	-0.79	x	-0.94	2.1	x
Jurkat viability	x	-4	-6	x	3	x

In the list so far, 2 have a thiophene ring, fused or not.
#2 C=CCn1c(Cc2cccs2)nnc1SCC(=O)c1cccc(Br)c1
#6 CCC(=O)c1ccc(CCCCCC(=O)O)s1
compound no.	2	6
HEK293 NFkB inh	26	7
NADH enzymes	2%	7%
TNAP act mid DEA	0.9	1
SF1 activator	5	42
M1 antagonist	x	-0.03
Ecoli tolC	44	2
M1 agonist	x	-0.018
D1 mod	2	-0.18
Jurkat viability	16	2

Single values from the entries so far:
Reading for cpd 13 under M1 agonist: 0.63
Reading for cpd 17 under D1 mod: 2.1

Carrying on.
#19 CCOC(=O)C1CCN(c2nc3ccccc3nc2C(C#N)C(=O)OCCOC)CC1 (configuration not stated)
#20 Cc1ccc(OCCCC(=O)Nc2nncs2)cc1
#21 CSc1nsc(SCC(=O)Nc2ccccn2)n1
#22 Cn1c(Sc2nc3ccccc3n2C)nc2ccccc21
#23 CC1(C)CC(=O)C(C=NCCN2CCNC2=O)=C(O)C1
#24 COc1ccc(C(=O)CC(=O)O)c2c1C=CC(C)(C)O2
compound no.	19	20	21	22	23	24
HEK293 NFkB inh	x	0	-4	21	3	12
NADH enzymes	3%	1%	3%	8%	12%	16%
TNAP act mid DEA	0.8	0.9	0.9	0.9	0.8	0.9
SF1 activator	-4	-4	8	-19	0	-16
M1 antagonist	-0.027	-0.00023	-0.14	-0.0065	0.28	-0.0047
Ecoli tolC	4	3	-24	9	-23	-14
M1 agonist	6.2*	-0.35	-0.71	0.11	-0.024	0.56
D1 mod	0.38	x	-0.03	0.38	-1.5	-0.54
Jurkat viability	x	x	3	-3	x	-1

#25 Cc1cc(OCC(=O)NCCCN2CCOCC2)cc(C)c1Cl
#26 C=CCn1c(=O)/c(=C/c2ccc(O)cc2)s/c1=C(/C#N)c1nnc2n1CCCCC2
#27 COc1ccc(N2CCN(C(=O)CCCC3=NS(=O)(=O)c4ccccc4N3)CC2)cc1
#28 C/C(Sc1nnc(Cc2ccccc2)o1)=C(/O)c1ccccc1
#29 Cc1ccc(-n2nc(C)c3c2OC(N)=C(C#N)C3c2ccc(F)cc2)cc1 (configuration not stated)
#30 O=C1CSC(c2ccccc2F)N1CCN1CCCCC1 (configuration not stated)
compound no.	25	26	27	28	29	30
HEK293 NFkB inh	19	16	6	4	1	20
NADH enzymes	8%	4%	4%	5%	8%	7%
TNAP act mid DEA	1	0.6	0.9	0.9	0.8	1
SF1 activator	2	1	-3	4	15	-4
M1 antagonist	-0.0074	-0.69	-0.49	0.37	1.2	-2.8*
Ecoli tolC	-14	12	4	2	-3	-15
M1 agonist	-1.2	43*	0.16	-1.4	0.013	-0.034
D1 mod	0.5	1.9	x	-0.021	0.6	-0.81
Jurkat viability	-3	-2	-1	-3	-4	0

#31 Cc1cccc(OCc2nc(C#N)c(N3CC(C)CC(C)C3)o2)c1 (configuration not stated)
#32 Nc1nnc(SCc2ccc(F)cc2Cl)s1
#33 CCN(CC(=O)NCCc1ccc(S(N)(=O)=O)cc1)Cc1nc2ccccc2c(=O)[nH]1
#34 CC(C)CCNC(=O)CCn1nc(-c2ccccc2)ccc1=O
#35 O=C(O)C1CCCCC1C(=O)Nc1ccc2c(c1)CCC2 (configuration not stated)
#36 O=C(NC1(C(F)(F)F)NC(=O)N(Cc2ccco2)C1=O)c1cccs1 (configuration not stated)
compound no.	31	32	33	34	35	36
HEK293 NFkB inh	15	12	13	5	0	6
NADH enzymes	3%	6%	6%	4%	10%	7%
TNAP act mid DEA	0.9	0.8	1	1	0.9	0.9
SF1 activator	-18	16	-10	0	18	0
M1 antagonist	1.3	0.39	-2*	0.42	0.17	0.01
Ecoli tolC	56	8	-9	-10	4	0
M1 agonist	-0.64	-0.0085	0.03	-0.98	0.32	1.3
D1 mod	-0.84	-0.18	x	-0.03	-0.33	-0.52
Jurkat viability	5	-6	-1	-6	-2	0

#37 COc1cccc(-c2nc(CS(=O)CC(=O)NCc3ccccc3)c(C)o2)c1 (configuration not stated)
#38 COc1ccc(N2CCN(C(=O)CCn3nnc4ccccc43)CC2)cc1
#39 CCOc1ccc(S(=O)(=O)NCC2CCCO2)c2cccnc12 (configuration not stated)
#40 Cc1sc2ncn(CC(=O)OCC(=O)NC(C)(C)C)c(=O)c2c1C
#41 NC(=O)C1CCCN(C(=O)NC2CCCCC2)C1 (configuration not stated)
#42 COc1ccc(CNc2nc3c(c(=O)n(Cc4ccc(Br)cc4)c(=O)n3C)n2C)cc1
#43 COc1ccc(OC)c(C(=O)c2nc3c(n2O)CCCCC3)c1
#44 COc1ccc(-c2nnc(CSc3nc4ccccc4c(=O)n3CC(C)C)o2)cc1OC
#45 CC(=O)NC(CCS(C)(=O)=O)C(=O)Nc1c(F)cccc1F (configuration not stated)
compound no.	37	38	39	40	41	42	43	44	45
HEK293 NFkB inh	7	11	15	4	12	21	0	14	-2
NADH enzymes	3%	3%	4%	4%	3%	5%	4%	8%	4%
TNAP act mid DEA	0.9	0.9	1	0.9	1	0.9	0.9	0.9	0.9
SF1 activator	2	-3	-8	-3	-9	11	-7	-8	1
M1 antagonist	0.028	-0.25	1.6	0.76	0.32	-0.25	-0.43	0.61	0.92
Ecoli tolC	8	-10	-14	-10	0	21	-13	52	-4
M1 agonist	0.88	0.016	0.29	-0.33	1.2	3.4*	-0.42	-0.42	1
D1 mod	0.096	0.25	-1.2	0.79	-0.00082	-2.7*	-0.42	5.8*	-0.06
Jurkat viability	6	2	-5	-3	x	-6	-1	-6	-1

Exported with bars between the fields: part of the list above
nr | structure | HEK293 NFkB inh | NADH enzymes | TNAP act mid DEA | SF1 activator | M1 antagonist | Ecoli tolC | M1 agonist | D1 mod | Jurkat viability
38 | COc1ccc(N2CCN(C(=O)CCn3nnc4ccccc43)CC2)cc1 | 11 | 3% | 0.9 | -3 | -0.25 | -10 | 0.016 | 0.25 | 2
40 | Cc1sc2ncn(CC(=O)OCC(=O)NC(C)(C)C)c(=O)c2c1C | 4 | 4% | 0.9 | -3 | 0.76 | -10 | -0.33 | 0.79 | -3
44 | COc1ccc(-c2nnc(CSc3nc4ccccc4c(=O)n3CC(C)C)o2)cc1OC | 14 | 8% | 0.9 | -8 | 0.61 | 52 | -0.42 | 5.8* | -6

Structures shown so far that contain a furan ring, fused or not, in the order listed:
#8 Cn1c2ccccc2c2c(C(=O)NCc3ccco3)cn(C3CCCCC3)c(=O)c21
#18 Cc1cccn2c(=O)c3cc(C#N)c(=NC(=O)c4ccccc4)n(Cc4ccco4)c3nc12
#36 O=C(NC1(C(F)(F)F)NC(=O)N(Cc2ccco2)C1=O)c1cccs1 (configuration not stated)
compound no.	8	18	36
HEK293 NFkB inh	8	7	6
NADH enzymes	11%[fluoresces]	7%[fluoresces]	7%
TNAP act mid DEA	1.1	0.9	0.9
SF1 activator	-23	-2	0
M1 antagonist	-0.39	-0.72	0.01
Ecoli tolC	30	31	0
M1 agonist	0.98	19*	1.3
D1 mod	-0.032	x	-0.52
Jurkat viability	x	x	0
